High-throughput results from PubChem BioAssay.
TAAR1 antag = antagonists of human TAAR1; inhibition, % at 3 µM; Q96RJ0; hit rate 1.5% among 360,000; CHO RD-HGA16 TAAR1, Fluo-8 calcium fluorescence, antagonist;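 active means inhibition above a per-plate cutoff, the mean inhibition of test compounds on that plate plus 3 SD, cut at about 49% in these data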;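 further: 0% = DMSO plus EC80 beta-PEA response and 100% = DMSO alone without agonist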
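Test system – hTAAR1-expressing CHO RD-HGA16 cells, Gα16-coupled · Also added – β-PEA at EC80 concentration, post-compound challenge · Compound – 3 µM, single point · Incubation – dye loading 75 min at 37 °C, then 30 min room temperature · Measured by – Fluo-8 intracellular calcium dye fluorescence, real-time kinetic reads · Benchmarks – vehicle and agonist controls · Replicates – singlicate, one well per test compound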
OXTR potentiator = potentiators of human oxytocin receptor; P30559; CHO-OTR cells, Fluo-8 calcium fluorescence, potentiator mode; 0% = oxytocin EC15, 100% = EC100; activation, % at 3 µM; hit rate 0.061% among 320,000;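 active means activation above that plate's cutoff, the mean activation of tested compounds plus 3 SD, cut at about 6.6% in these data, passing the limit was not always enough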;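 further: 100% uses oxytocin at 75 nM as the full agonist control; some results filed as inactive read as strong as hits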
Target sequence (P30559 whole entry, looked up): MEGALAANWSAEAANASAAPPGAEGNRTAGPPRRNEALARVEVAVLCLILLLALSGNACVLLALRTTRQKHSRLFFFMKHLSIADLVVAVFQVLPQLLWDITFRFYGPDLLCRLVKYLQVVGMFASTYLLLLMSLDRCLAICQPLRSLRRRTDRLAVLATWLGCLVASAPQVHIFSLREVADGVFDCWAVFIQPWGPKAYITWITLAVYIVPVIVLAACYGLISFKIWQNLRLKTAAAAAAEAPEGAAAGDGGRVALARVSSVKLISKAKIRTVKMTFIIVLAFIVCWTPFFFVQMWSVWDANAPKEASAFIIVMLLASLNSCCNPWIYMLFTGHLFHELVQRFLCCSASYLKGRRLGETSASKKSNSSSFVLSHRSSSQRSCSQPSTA
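Measured by – Fluo-8 calcium dye fluorescence · Test system – human OTR in CHO cells · Dosing – one concentration, 3.0 µM compound · Controls – EC15 oxytocin alone as 0%, 75 nM oxytocin as 100% · Evaluation – normalized max/min fluorescence ratio, % activation · Timing – 6 min pre-incubation, 100 s read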
M1 ag = human M1 muscarinic receptor agonism | hit rate 0.33% among 360,000 | AID 588814 | CHO-K1 hM1, Fluo-8 calcium fluorescence, agonist mode; 0% DMSO, 100% acetylcholine EC100 | P11229 | activation, % at 3 µM;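 active means activation above the run's mean compound activation plus 3 SD, cut at about 16% in these data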;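 further: peak over basal fluorescence ratio within a 140 s kinetic read after compound addition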
Target sequence (P11229 whole entry, looked up): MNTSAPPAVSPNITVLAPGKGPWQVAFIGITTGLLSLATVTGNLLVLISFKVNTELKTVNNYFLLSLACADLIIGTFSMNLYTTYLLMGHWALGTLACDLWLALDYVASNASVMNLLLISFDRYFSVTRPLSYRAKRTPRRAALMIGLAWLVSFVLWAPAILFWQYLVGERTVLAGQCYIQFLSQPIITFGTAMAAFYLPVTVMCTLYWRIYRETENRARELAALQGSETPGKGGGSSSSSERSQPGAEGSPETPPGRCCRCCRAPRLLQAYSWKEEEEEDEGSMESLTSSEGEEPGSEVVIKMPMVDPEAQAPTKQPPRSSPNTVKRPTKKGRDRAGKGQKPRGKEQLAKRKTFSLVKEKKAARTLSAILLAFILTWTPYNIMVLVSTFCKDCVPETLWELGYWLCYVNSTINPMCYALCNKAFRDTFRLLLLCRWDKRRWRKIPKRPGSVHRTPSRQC
V1R ag counter = counter-screen for oxytocin receptor agonists: human V1a receptor agonists; hit rate 0.25% among 320,000; activation, % at 3 µM; P37288; CHO-V1R cells, Fluo-8 calcium fluorescence, agonist mode; 0% DMSO, 100% 3 nM vasopressin;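 active means activation above the mean activation of all tested compounds plus 3 SD, per screening run, cut at about 20% in these data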;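 further: signal is peak over basal fluorescence ratio across a 100 second FLIPR read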
M1 PAM parental = M1 PAM counterscreen hit in parental CHO-K1 cells. activation, % at 3 µM. hit rate 0.02% among 360,000. AID 602247. ATP EC20, Fluo-8 calcium fluorescence; 0% at ATP EC20, 100% at ATP max;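 active means activation above the run cutoff, the mean activation of all test compounds plus 3 SD, cut at about 40% in these data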;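 further: peak over basal fluorescence ratio in a 140 s read after ATP addition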
CHO parental Ca = counter-screen for OX1R antagonists: effect in parental CHO cells; parental CHO-K1, ATP-induced calcium, Fluo-8 fluorescence; inhibition, % at 5.6 µM; hit rate 0.63% among 330,000;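 active means inhibition above that plate's mean sample inhibition plus 3 SD, cut at about 26% in these data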;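 further: 0% = ATP-challenged DMSO wells and 100% = DMSO wells without ATP; some compounds past the cut are filed as inactive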
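Test system: untransfected parental CHO cell line; also added: ATP stimulus; dosing: 5.6 µM, single dose; signal: calcium-sensitive Fluo-8 fluorescence; measure: percent inhibition of ATP-evoked calcium rise, normalized to controls; benchmarks: low control ATP plus DMSO, high control DMSO only; replication: one well per compound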
M1 ag parental = M1 agonist counterscreen hit in parental CHO-K1 cells; Fluo-8 calcium fluorescence; scaled to maximal ATP response, vehicle zero; hit rate 0.48% among 360,000; AID 602248; activation, % at 3 µM; in the data active means activation above about 15%;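 further: untransfected CHO-K1 host cells lacking M1 receptor as counterscreen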
TAAR1 agonist = human TAAR1 agonism | hit rate 0.99% among 360,000 | Q96RJ0 | CHO RD-HGA16 TAAR1, Fluo-8 calcium fluorescence; vehicle wells 0%, saturating PEA agonist 100% | activation, % at 3 µM;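 active means activation above the mean activation of all test compounds in the run plus 3 SD, cut at about 38% in these data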
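Repeats: no replicates (n 1) | Material: CHO-derived RD-HGA16 cells with stable Gα16 and human TAAR1 | Technique: Kinetic Fluo-8 calcium fluorescence | Schedule: 17-24 h seeding, 75 min 37 °C dye, 30 min RT | Evaluation: % activation from peak over basal fluorescence ratio, DMSO-to-PEA scaled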
CHO-K1 Ca antag = M1 antagonist counterscreen hit in parental CHO-K1 cells. ATP-induced calcium, Fluo-8 fluorescence. inhibition, % at 3 µM. hit rate 0.6% among 360,000. AID 602250;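 active means inhibition above a per-plate cutoff, the plate's mean sample inhibition plus 3 SD, cut at about 24% in these data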;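 further: 0% = DMSO plus EC80 ATP and 100% = DMSO alone without ATP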
Numbers without * were called inactive; . = not tested or not shown.

Screens in order – OXTR potentiator	M1 ag	TAAR1 agonist	CHO parental Ca	CHO-K1 Ca antag	TAAR1 antag	M1 PAM parental	V1R ag counter	M1 ag parental
CCOC(=O)c1cc(C(=O)Nc2sc3c(c2C#N)CCCC3)nn1C
  -2	-3	0	-2	-3	-7	16	0.5	0.6
COc1ccccc1NC(=O)CCCN1C(=O)C(c2ccccc2)Oc2cccnc21 (centres undefined)
  -5	-3	0	-31	-18	3	19	13	3.3
CCCCCC(=O)Nc1cccc(C2=NOC3(C2)C[C@H](C(N)=O)N(C(=O)c2ccccc2C(=O)c2ccccc2)C3)c1 (some centres undefined)
  -2	-6	10	-22	-12	-10	-5	1.6	0.2
COc1cc(O)c(NC(C)=O)c2nonc12
  2	-4	8	-2	-13	-5	7	0.9	0.4
O=C(Cc1ccc(-n2c(=O)c3ccccc3n(Cc3ccc(F)cc3)c2=O)cc1)NCC1CCCO1 (centres undefined)
  3	-7	0	-21	-6	-12	9	1.1	0.4
N#Cc1ccc(OCC(=O)NCCCn2ccnc2)cc1
  -1	-4	4	6	-5	2	4	0.4	0.8
CCOCCCNC(=O)C(c1ccc(OC)cc1)N(Cc1cccs1)C(=O)CNC(C)=O (centres undefined)
  2	-2	3	-4	-5	-22	12	-0.2	-0.4
O=C1CC(N2CCOCC2)C(=O)N1Cc1ccc(N2CCCC2=O)cc1 (centres undefined)
  -9	-1	4	8	-4	-15	9	0.7	0.6
Cc1cc([N+](=O)[O-])nn1Cc1ccc(C(=O)N/N=C/c2ccc(N(C)C)cc2)cc1
  -4	-5	10	-9	-6	-1	14	0.3	1.0
CN(C)c1ccnc2sc(C(=O)c3ccc(Br)cc3)c(N)c12
  0	-1	1	-1	-3	-6	8	0.5	0.3
CCOC(=O)c1sc(NC(=O)CSc2nnnn2-c2ccccc2)c(C(=O)OCC)c1C
  0	0	.	-8	22	.	-5	-0.1	-0.5
Cc1cc(C)nc(/N=C(\N)Nc2ccc(-c3ccccc3)cc2)n1
  -17	5	58*	24	10	64*	-16	16	27*
CN(C)S(=O)(=O)c1cccc(NC(=O)c2ccccc2SCC(=O)N2CCCC2)c1
  .	-5	3	.	-14	-4	11	.	1.7
Clc1ccc(C=Cc2ccccn2)c(Cl)c1
  .	-3	6	.	0	-6	6	.	-0.1
CC(C)=CCc1c([C@@H]2CCc3ccc(O)cc3O2)cc2c(c1O)OC(C)(C)C=C2
  -5	7	.	-25	20	.	-16	-0.9	0.8
COCCn1c(SCC(=O)Nc2ccc(NC(C)=O)cc2)nc2c([nH]c3ccccc32)c1=O
  -1	-1	3	-9	-2	-30	10	1.2	0.8
O=C(NCc1ccccn1)C(C(=O)c1ccc(F)cc1)n1ccccc1=O (centres undefined)
  -7	-5	0	-15	-8	-9	17	0.0	0.9
CC(=O)c1ccc(S(=O)(=O)N(C)CC(=O)N2CCCCCC2)cc1
  1	-1	3	-5	2	2	-7	-0.9	0.8
COc1ccc(CC(=O)NNC(=O)CSc2nnc(Cc3ccc(OC)cc3)n2-c2ccccc2)cc1
  -3	-10	6	-7	-6	-4	26	1.0	0.6
CCCc1c(O)nc(SCC(=O)NCc2ccco2)[nH]c1=O
  -4	-8	5	-12	-1	5	-4	-0.8	0.4

The listing continues.
Screens in order – OXTR potentiator	M1 ag	TAAR1 agonist	CHO parental Ca	CHO-K1 Ca antag	TAAR1 antag	M1 PAM parental	V1R ag counter	M1 ag parental
COC(=O)c1cc(S(=O)(=O)NCc2ccc3c(c2)OCO3)cn1C
  2	-2	-1	-15	-2	-13	-10	0.9	1.3
O=S(=O)(c1ccc(SCCOc2cccc(Br)c2)nc1)N1CCCC1
  -7	-3	3	-14	-5	18	5	2.8	0.3
O=C(NNC(=O)c1ccccc1C(=O)O)c1ccc(S(=O)(=O)N2CCCCC2)cc1
  .	-3	-2	.	4	-2	-18	.	-0.4
O=C(NCc1ccccn1)c1ccc(Cl)c(S(=O)(=O)N2CCCCC2)c1
  -9	-6	3	-25	10	5	5	5.9	7.2
CSc1ccc(CN(C)C(=O)c2cc(=O)c3ccccc3o2)cc1
  -10	0	0	-8	7	14	-13	4.8	6.4
O=C(O)c1cccc(N/N=C/c2cc(Br)cc(Br)c2O)c1
  -3	-3	-1	8	-7	24	8	-0.2	-0.3
O=C(O)CSc1nnc(COc2cccc3ccccc23)o1
  4	-6	6	2	10	-6	-16	1.8	0.0
NC(=O)CNC(=O)[C@@H]1CC2(CC(c3cccc(Br)c3)=NO2)CN1C(=O)c1ccc(Br)cc1 (some centres undefined)
  3	1	17	-5	-9	11	3	1.1	-0.4
CCOC(=O)C1=C(COC(=O)c2cccnc2Cl)NC(=O)NC1C (centres undefined)
  -4	-2	2	-4	-3	-25	-20	0.7	0.1
COC(=O)c1c(C)[nH]c(C)c1-c1cccc([N+](=O)[O-])c1
  -2	-5	-1	11	-20	-25	20	-0.1	2.7
CC(=N\Nc1ccccc1)/C(=N/O)C(=O)Nc1ccccc1
  -5	-1	3	10	-9	-2	14	-0.1	0.7
O=C(NCC1CCCCC1)c1cc2ccccc2cc1O
  -8	-2	-2	-10	1	15	-2	2.1	0.1
COC(=O)Cc1cnc(NC(=O)C2C3CCC(C3)C2C(=O)O)s1 (centres undefined)
  -5	-2	11	-1	0	1	15	-0.4	0.6
CCOC(=O)c1c(C)oc2ccc(OCC(=O)N(CC)CC)cc12
  -2	-6	9	-23	-6	-4	17	0.0	0.8
C=CCNC(=O)c1csc(-c2ccccc2)n1
  -2	-2	13	-13	-3	-5	-1	-1.1	-0.3
Cc1ccc(NC(=O)Cc2n[nH]c(=O)c3ccccc23)cc1S(=O)(=O)N1CCCCCC1
  -4	-8	2	-12	-12	7	4	1.5	1.2
COc1cc2ccccc2cc1C(=O)Nc1ccc(Cl)cn1
  -7	-4	-1	-26	-4	-30	2	0.3	0.0
COc1cc(/C=N/Nc2ccccc2)ccc1O
  -9	-2	3	-9	-19	8	8	0.9	0.6
Cc1nn(C)c(=O)n1N(C)c1ncc(C(F)(F)F)cc1Cl
  -11	-1	1	5	-16	-22	22	-0.4	0.5
Cc1cc(Cl)ccc1C(O)c1ncc(-c2ccccc2C(F)(F)F)[nH]1 (centres undefined)
  .	-1	-1	.	-7	0	14	.	2.3

Continuation.
Screens in order – OXTR potentiator	M1 ag	TAAR1 agonist	CHO parental Ca	CHO-K1 Ca antag	TAAR1 antag	M1 PAM parental	V1R ag counter	M1 ag parental
COc1ccccc1C(=O)Nc1ccnn1C1CCN(Cc2cn(C)c3ccccc23)CC1
  -3	-3	13	-34	-18	-24	8	-0.2	5.9
CCc1noc(C)c1C(=O)OCC(=O)N(CC)c1c(N)n(Cc2ccccc2)c(=O)[nH]c1=O
  0	-2	0	-11	-15	-12	24	0.2	1.1
CCC1CCC(C(=O)NC(C(=O)NCCc2ccc(S(N)(=O)=O)cc2)C(C)C)CC1 (centres undefined)
  -6	-2	-2	-10	-2	-7	-12	-0.9	1.1
O=C(CN1CCOC1=O)N1CCCC(N2CCN(c3cccc(C(F)(F)F)c3)CC2)C1 (centres undefined)
  -3	-4	1	-11	-6	-9	16	0.1	1.0
COc1cc(C(=O)Nc2cc(C)ccn2)cc(OC)c1OC
  -4	-5	1	-17	1	-1	9	-0.9	0.3
Cc1ccoc1C(=O)NCCNc1ccc(Cl)cc1[N+](=O)[O-]
  -3	-8	-3	-5	-8	-1	8	-1.8	2.0
COC(=O)C(C(=O)OC)C1C=CCN(C(C)=O)C1 (centres undefined)
  .	-2	1	.	-16	8	21	.	0.7
Cn1nnnc1NCc1cccc(Cl)c1Cl
  2	-6	1	-1	-9	11	13	1.5	0.3
O=C1c2ccccc2C(c2nnnn2Cc2ccccc2)N1CCc1c[nH]c2ccccc12 (centres undefined)
  .	.	17	.	0	72*	13	.	10.0
COc1ccc2c(c1)c1ncn(Cc3ccc(F)cc3)c(=O)c1n2C
  7	-1	-2	-17	-2	-23	3	0.3	0.3
O=C(CCCN1CCC(O)(c2ccc(Br)cc2)CC1)c1ccc(F)cc1
  -16	6	34	-10	-5	3	20	4.7	3.0
O=C(O)CSc1ccnc2cc(Cl)ccc12
  0	-2	1	-4	-6	-35	16	0.1	0.1
O=C(CCS(=O)(=O)c1ccc(Cl)cc1)Nc1ccc(N2CCOCC2)cc1
  -18	1	3	-21	-12	-27	11	5.5	4.2
CN(C)CCCNc1nc2cc(-c3cnn(Cc4ccccc4)c3)sc2c(=O)n1C
  .	-1	1	.	2	-20	-7	.	-0.1
Cc1[nH]c2ccc(C(=O)NCCCN3CCOCC3)cc2c1C
  -2	-3	5	-1	-13	-21	6	0.2	0.7
O=C(CCC(=O)NNC(=O)COc1ccccc1)NCc1ccccc1
  -1	-5	.	-1	-14	.	20	0.5	0.9

At a glance, some entries already given.
Screens in order – OXTR potentiator	M1 ag	TAAR1 agonist	CHO parental Ca	CHO-K1 Ca antag	TAAR1 antag	M1 PAM parental	V1R ag counter	M1 ag parental
CCOC(=O)c1cc(C(=O)Nc2sc3c(c2C#N)CCCC3)nn1C
  -2	-3	0	-2	-3	-7	16	0.5	0.6
COc1ccccc1NC(=O)CCCN1C(=O)C(c2ccccc2)Oc2cccnc21 (centres undefined)
  -5	-3	0	-31	-18	3	19	13	3.3
CCCCCC(=O)Nc1cccc(C2=NOC3(C2)C[C@H](C(N)=O)N(C(=O)c2ccccc2C(=O)c2ccccc2)C3)c1 (some centres undefined)
  -2	-6	10	-22	-12	-10	-5	1.6	0.2
COc1cc(O)c(NC(C)=O)c2nonc12
  2	-4	8	-2	-13	-5	7	0.9	0.4
O=C(Cc1ccc(-n2c(=O)c3ccccc3n(Cc3ccc(F)cc3)c2=O)cc1)NCC1CCCO1 (centres undefined)
  3	-7	0	-21	-6	-12	9	1.1	0.4

A second format for two compounds above.
molecule | OXTR potentiator | M1 ag | TAAR1 agonist | CHO parental Ca | CHO-K1 Ca antag | TAAR1 antag | M1 PAM parental | V1R ag counter | M1 ag parental
CCOC(=O)c1sc(NC(=O)CSc2nnnn2-c2ccccc2)c(C(=O)OCC)c1C | 0 | 0 | . | -8 | 22 | . | -5 | -0.1 | -0.5
CCOC(=O)C1=C(COC(=O)c2cccnc2Cl)NC(=O)NC1C (centres undefined) | -4 | -2 | 2 | -4 | -3 | -25 | -20 | 0.7 | 0.1
